Assay outcomes as filed in PubChem BioAssay.
GPR55 activation: selective activators of receptor GPR55 – imaging, U2OS cells, beta-arrestin-GFP redistribution, primary screen (AID 1961). one-dose activation, % at 10 µM; EC50 in µM for titrated hits. U2OS GPR55 beta-arrestin-GFP redistribution imaging; higher % means a stronger effect. 290,000 compounds, 0.048% hits;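 active = activation above 40% with more than 50 cells counted in the well; inconclusive = wells holding fewer than 50 cells, flagged as toxic or sparse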;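 also: U2OS osteosarcoma cells stably expressing GPR55 and beta-arrestin-GFP; plate controls were DMSO negative control for no effect and LPI positive control for full effect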
KOR beta-arrestin-1: kappa opioid receptor activators – cell-based, luminescence, uHTS, primary screen (AID 1777); KOR beta-arrestin recruitment, luminescence; higher % means a stronger effect; 280,000 compounds, 0.02% hits; one-dose activation, % at 10 µM; EC50 in µM for titrated hits; in the data active = activation above about 50%, passing the limit was not always enough; also: a part of the inactive calls stands beside numbers as strong as those of hits
NTR1 ag: NTR1-driven beta-arrestin-GFP spot formation – imaging, U2OS cells, high content, primary screen (AID 493036); 330,000 compounds, 0.17% hits; agonist mode; activation, % at 20 µM; P30989;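 active = activation at or above 40% of the spot to cytoplasm intensity ratio, with at least 20 cells analyzed; inconclusive = wells under 20 cells, flagged as cytotoxic or low count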;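 also: 0% = DMSO without peptide and 100% = 100 nM NTR1 peptide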
Target sequence (P30989 whole entry, looked up): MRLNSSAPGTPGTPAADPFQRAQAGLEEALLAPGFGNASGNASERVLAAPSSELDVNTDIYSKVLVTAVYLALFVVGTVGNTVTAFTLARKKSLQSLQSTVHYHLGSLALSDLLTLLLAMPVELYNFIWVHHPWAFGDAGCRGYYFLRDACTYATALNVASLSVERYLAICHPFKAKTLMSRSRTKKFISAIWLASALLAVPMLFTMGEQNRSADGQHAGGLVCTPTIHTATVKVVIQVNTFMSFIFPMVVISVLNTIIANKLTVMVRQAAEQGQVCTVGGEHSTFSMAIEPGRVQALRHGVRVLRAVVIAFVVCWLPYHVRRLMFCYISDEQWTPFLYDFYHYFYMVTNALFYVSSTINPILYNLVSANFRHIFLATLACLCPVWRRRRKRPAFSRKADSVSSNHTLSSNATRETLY
GPR55 LPI antagonism: inhibition of LPI-stimulated GPR55 beta-arrestin translocation – imaging, U2OS, beta-arrestin-GFP, LPI agonist, primary screen (AID 2013); U2OS GPR55 beta-arrestin-GFP translocation imaging, LPI antagonism; higher % means a stronger effect; inhibition, % at 10 µM, or IC50 in µM where a hit was titrated; 290,000 compounds, 0.13% hits;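 active = spots per cell inhibited over 60%, with over 100 cells counted and total cytoplasm intensity under 500,000; inconclusive = wells with under 100 cells, flagged as likely toxic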;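 also: U2OS cells stably carrying GPR55 and arrestin-GFP stimulated by 5 µM LPI near EC80; imaged beta-arrestin-GFP aggregate spots per cell after agonist stimulation; plate controls were LPI-stimulated DMSO wells for no effect and DMSO wells without LPI for full effect; some results filed as inactive read as strong as hits; confirmed hits need IC50 under 10 µM and bright autofluorescent wells are also inconclusive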
KOR beta-arrestin-2: KOR antagonists, beta-arrestin recruitment, cell-based, luminescence, uHTS (AID 1778); KOR beta-arrestin recruitment, luminescence, antagonist mode; higher % means a stronger effect; one-dose inhibition, % at 10 µM; IC50 in µM for titrated hits; 290,000 compounds, 0.091% hits; in the data active = inhibition above about 50%; also: strong numbers were not always called active
NOD1 NF-kB reporter: NOD1 signaling inhibitors, primary screen, cell-based, luminescence, uHTS (AID 1578). 290,000 compounds, 1% hits. NOD1-driven NF-kB luciferase reporter cells, luminescence; higher % means a stronger effect. one-dose inhibition, % at 4 µM; EC50 in µM for titrated hits; in the data active = inhibition mostly above about 36%, no sharp cut-off; inactive = mostly below about 34%;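 also: HEK-293T reporter cells stimulated with the NOD1 agonist gamma-tri-DAP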
GPR35 antagonists: inhibition of zaprinast-stimulated GPR35 beta-arrestin translocation – imaging, U2OS, beta-arrestin-GFP, zaprinast agonist, primary screen (AID 2058). U2OS GPR35 beta-arrestin-GFP translocation imaging, zaprinast antagonism; higher % means a stronger effect. inhibition, % at 10 µM; hits with a dose series show IC50 in µM. 290,000 compounds, 0.052% hits;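 active = inhibition of at least 50% with at least 30 cells and total cytoplasm GFP at most 10,000,000; inconclusive = under 30 cells or total GFP of 10,000,000 plus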
Rac1 GTP hydrolysis: MgcRacGAP GTPase-activating activity inhibitors, confirmation, biochemical, ADP Hunter fluorescence; MgcRacGAP-stimulated Rac1 GTP hydrolysis, ADP Hunter fluorescence; higher % means a stronger effect; GST-tagged Rac1 F28L mutant substrate; 340,000 compounds, 0.6% hits; inhibition, % at 30 µM; hits with a dose series show IC50 in µM;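 active = first-screen hits whose inhibition reached a set limit at any dose in the follow-up dose series; inconclusive = inhibition above the set first-screen limit but never retested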;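 also: fluorescence reports GDP produced by GAP-driven GTP hydrolysis; strong numbers were not always called active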
UTI89 phage lysis: inhibition of K1F phage lysis, E. coli UTI89, bacterial capsule biogenesis inhibitors, alamar blue (AID 488966) | E. coli UTI89 K1F phage lysis, alamar blue, 2 h; higher % means a stronger effect | inhibition, % at 100 µM; hits with a dose series show IC50 in µM | 340,000 compounds, 0.02% hits;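 active = phage lysis inhibition, versus mean bacterial control, above a set limit; inconclusive = no clear call, values can overlap the other calls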;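 also: capsule biogenesis inhibitors block K1F phage lysis so surviving cells raise fluorescence; higher fluorescence means more inhibition of phage lysis; actives were called in the ten point dose series up to 300 µM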
NTR1 ag cell count 20 µM: recorded beside NTR1 ag, whose call it bears; cell count; measured here: cell count, cytotoxicity flag
Starred values were filed as active, the others as inactive; i = inactive; ? = inconclusive; nt = not tested or not shown; [ ] = another dose, or the depositor's remark. Only part of the results is shown; the hit share may differ from the screen's.

SMILES	GPR55 activation	KOR beta-arrestin-1	NTR1 ag	NTR1 ag cell count 20 µM	GPR55 LPI antagonism	KOR beta-arrestin-2	NOD1 NF-kB reporter	GPR35 antagonists	Rac1 GTP hydrolysis	UTI89 phage lysis
O=C(NNC(=O)C1CCN(S(=O)(=O)c2ccccc2)CC1)c1ccccc1O	0.0%	-0.8%	0.0	70	16%	3%	-28%	-6%	10%	0.0%
CN(C(=O)c1ccc2c(c1)CCO2)C(C)(C)C	-0.3%	-1.1%	1.7	56	-3%	22%	-12%	-2%	nt	nt
CCOc1ccc(CCNC(=O)C(C)N2C(=O)CC(C)(C)Sc3ccccc32)cc1 (stereo not given)	0.0%	-4.2%	1.8	101	-5%	26%	-8%	-2%	1%	0.1%
O=C(NNc1nc2c(F)cc(F)cc2s1)c1ccccc1	-0.1%	-3.6%	0.3	40	21%	30%	-6%	-8%	8%	-0.2%
C=CCCCCCCCCC(=O)N1CCN(c2cc3c(cc2F)c(=O)c(C(=O)O)cn3CC)CC1	0.3%	-1.5%	15	94	16%	5%	-12%	5%	9%	0.2%
COc1ccc(CCN2CC(C(=O)N(C)Cc3ccccc3OC)CCC2=O)cc1 (stereo not given)	-0.2%	-1.9%	-0.3	61	-22%	3%	0%	-8%	7%	-0.2%
CCOC(=O)c1ccc2nc(NC(=O)c3ccco3)sc2c1	0.4%	-6.5%	-0.6	97	-1%	-9%	-50%	-1%	8%	i
O=C(Nc1ccc(Cl)cc1)c1ccc2snnc2c1	-0.1%	-3.3%	0.4	84	10%	-11%[20 µM]	-8%	10%	2%	-2.4%
Cc1ccc2c(c1)C(=NC1CCCCC1)c1cc3ccccc3nc1-2	0.5%	24%	nt	nt	-3%	-29%	-24%	-15%	2%	4.0%
COc1ccc2nc(-n3c(C)ccc3C)sc2c1	-0.1%	1.4%	-0.4	51	-10%	9%	-21%	-1%	5%	0.0%
CSc1nccc(-c2nn(-c3ccc(C)cc3)ccc2=O)n1	-0.1%	-9.1%	5.1	77	1%	nt	26%	-8%	6%	4.8%
COc1ccc(NC(=O)CSc2nccn2Cc2ccc(F)cc2)cc1	-0.1%	4.4%	2.3	43	2%	4%	-13%	-19%	6%	0.2%
O=C(CN1CCN(c2nc(-c3ccccc3)cs2)CC1)NNC(=O)c1ccco1	0.1%	-3.3%	-1.6	46	3%	9%	-24%	-10%	-6%	-0.2%
CC1(C)Cc2ccccc2C(/C(=N\Nc2cccc(Cl)c2)C(N)=O)=N1	-0.2%	0.6%	6.2	46	2%	17%	6%	-6%	7%	-1.4%[50 µM]
O=C(CSc1nnc(Nc2ccccc2)s1)NCCN1C(=O)CSC1=O	-0.2%	-5.0%	0.3	68	12%	13%	-36%	3%	-22%	0.3%[50 µM]
CC1CCCN(S(=O)(=O)c2ccc(S(=O)(=O)NC(C)c3cccs3)cc2)C1 (stereo not given)	-0.1%	63%	1.7	52	-3%	18%	9%	4%	11%	-0.9%[50 µM]
CCOc1cc(C)c(S(=O)(=O)NCCCn2ccnc2)cc1C	-0.1%	-7.4%	0.4	56	-28%	-7%[20 µM]	-1%	-13%	2%	0.3%
COc1ccc(/C=C/CN2CCC(n3nccc3NC(=O)C3CCCC3)CC2)cc1	0.3%	-3.2%	1.5	64	18%	-8%	-12%	-3%	2%	0.1%
O=C(Nc1nncs1)Oc1ccccc1	0.1%	3.1%	-0.6	59	-9%	22%	-17%	6%	5%	-1.2%
O=C(NC1CCCCC1)N(Cc1ccc(F)cc1)Cc1nc2ccccc2c(=O)[nH]1	-0.1%	5.5%	-1.0	88	-3%	-40%	23%	12%	-2%	2.8%
CCCc1cc(=O)n2[nH]c(-c3ccccc3)cc2n1	-0.3%	-1.4%	-2.1	53	2%	-45%	-63%	-7%	4%	0.1%[50 µM]
O=C(c1cc2ccccc2cc1O)N1CCCC1	0.0%	-1.9%	1.7	44	-1%	1%	-11%	-4%	12%	0.0%
CC(C)CCn1cnc2c(c1=O)c1nc3ccccc3nc1n2Cc1ccc2c(c1)OCO2	0.9%	33%	nt	nt	-2%	43%	-35%	11%	0%	0.2%
CN1CCN(C(c2ccccn2)c2cc(Cl)c3cccnc3c2O)CC1 (stereo not given)	-0.3%	4.5%	0.4	49	-6%	-19%	14%	-9%	5%	-0.3%
O=C(NCC1CC1)C1CCCN(S(=O)(=O)c2ccc(-n3cnnn3)cc2)C1 (stereo not given)	0.2%	-2.8%	-0.6	86	40%	-10%	-12%	18%	4%	1.5%
O=S(=O)(NN1CCOCC1)c1cc(Cl)cc(Cl)c1O	-0.1%	-1.1%	-0.3	63	4%	19%	-21%	-8%	16%	1.9%[50 µM]
CN(C)c1nc(N)nc(CSc2ccccn2)n1	-0.1%	-0.7%	2.5	60	4%	0%	-2%	2%	8%	7.2%
CCc1ccccc1N(C(=O)c1snc(C(N)=O)c1N)C(C(=O)NCC1CCCO1)c1ccc(N(C)C)cc1 (stereo not given)	-0.1%	3.0%	3.0	51	8%	-9%	-22%	10%	5%	0.2%
Cc1ccc(N(CC(=O)N2CCCCC2)S(=O)(=O)c2ccc(C)cc2)cc1	-0.1%	nt	0.5	55	0%	-10%[20 µM]	-31%	-2%	4%	0.3%
Cn1c(Cc2ccccc2)nnc1SCC(=O)NCCc1ccccc1	-0.3%	-1.2%	2.3	42	-4%	-19%	-9%	0%	2%	0.0%
O=S(=O)(Nc1cccc(Cl)c1)c1ccc2oc(=S)[nH]c2c1	0.4%	-8.7%	0.1	103	6%	12%	2%	8%	6%	-0.8%
O=C(c1ccccc1)N(Cc1nc2ccccc2c(=O)[nH]1)C1CCCC1	0.4%	-2.4%	3.4	39	13%	4%	-31%	-1%	4%	-1.9%
Cc1oc2c(C)c3oc(=O)c(CCC(=O)NCCCN4CCOCC4)c(C)c3cc2c1C	0.2%	0.2%	0.8	87	9%	-9%[20 µM]	-11%	-2%	12%	0.2%
CC(C)[C@H](NC(=O)[C@@H]1Cc2ccccc2CN1C(=O)OC(C)(C)C)C(=O)NCc1ccco1	-0.1%	-7.6%	-0.9	70	5%	-36%	-1%	15%	0%	-4.3%
CN1CC2(C)OC(=O)C(Cl)=C2CC1c1ccccc1 (stereo not given)	0.4%	0.2%	0.9	49	0%	-6%	-19%	2%	5%	2.7%
O=C(Cc1ccc(-n2c(=O)c3ccccc3n(CC(=O)Nc3ccc(F)cc3F)c2=O)cc1)NCc1ccco1	0.2%	-5.6%	2.7	69	7%	9%	-41%	1%	-8%	0.1%
O=C(COC(=O)c1ccccn1)NCCCc1ccccc1	-0.1%	-1.8%	-0.1	48	-4%	8%	7%	-2%	9%	0.1%
CCCC1(C(=O)OCC)NC(c2ccc(OC)cc2OC)C2C(=O)N(c3ccccc3)C(=O)C21 (stereo not given)	-0.3%	4.3%	0.9	50	-3%	-12%	18%	7%	5%	0.3%
CNC(=O)c1ccc(-n2nc(C)cc2-c2ccccc2)cc1	-0.1%	-0.2%	0.2	72	8%	-2%	20%	12%	7%	0.5%
CCOc1ccc2nc(NC(=O)C(NS(=O)(=O)c3cccs3)C(C)C)sc2c1 (stereo not given)	-0.1%	0.7%	3.3	65	9%	14%	-40%	-8%	9%	4.2%
CCCCOc1ccc(C(=O)NNC(=O)C2C3CCC(C3)C2C(=O)O)cc1 (stereo not given)	0.0%	-0.6%	0.3	54	11%	13%	-47%	9%	7%	0.0%
CCc1[nH]nc2c1C(c1ccc(C)o1)C(C#N)=C(N)O2 (stereo not given)	0.0%	nt	4.5	68	7%	3%[20 µM]	-2%	19%	4%	0.7%
CS(=O)(=O)Nc1ccc2c3c(cccc13)CC2	-0.1%	-2.8%	0.1	30	8%	-12%	-9%	1%	10%	0.2%
C=CCn1c(COc2ccccc2OC)nc2ccccc21	0.3%	3.1%	-1.0	52	9%	-27%[20 µM]	-33%	-1%	6%	0.1%
S=c1[nH]nc(-c2ccccn2)n1/N=C/c1cccs1	0.1%	-2.8%	0.6	76	2%	31%	10%	8%	25%	3.5%[50 µM]
NC(=NCCc1ccc(Cl)cc1)NS(=O)(=O)c1ccccc1	-0.1%	-4.9%	1.2	76	-1%	-30%	-6%	-6%	-5%	0.1%
O=C(CSc1ccccc1)NCc1ccco1	-0.4%	14%	-1.5	28	3%	-14%	-28%	6%	9%	1.4%
CC(=O)CCc1c(C)c2cccc(C)c2[nH]c1=O	0.3%	-0.3%	2.2	38	-18%	3%	1%	16%	7%	0.1%
COc1cccc(CN2CC(C(=O)NCc3cnn(C)c3)CCC2=O)c1 (stereo not given)	0.2%	-2.3%	1.1	65	18%	4%	-19%	6%	4%	1.4%[50 µM]
Cc1nnc(SCC(=O)Nc2cccc(N)c2)n1-c1ccccc1	-0.1%	-3.6%	0.1	40	-3%	-3%	-37%	-8%	12%	-0.3%
CC1NC(C)(C)Cc2c1ccc1ccccc21 (stereo not given)	0.2%	nt	-1.8	57	-15%	8%[20 µM]	-33%	5%	2%	-0.2%
S=C(Nc1ccc(Nc2ccccc2)cc1)NC1CCCCCC1	-0.1%	-1.4%	8.8	75	0%	-63%[20 µM]	25%	?	19%	0.6%
COc1cc(/C=N/NC(=S)Nc2cccnc2)cc(OC)c1OC	-0.1%	-3.5%	0.3	73	13%	-14%[20 µM]	-4%	2%	9%	0.1%
O=C(CCS(=O)(=O)c1ccccc1)Nc1ncc([N+](=O)[O-])s1	-0.2%	-4.0%	0.1	50	4%	-11%	-119%	6%	3%	0.0%
CN(Cc1cccc(C(F)(F)F)c1)Cc1nc(-c2cnccn2)no1	-0.2%	-1.0%	0.9	62	-13%	-1%	-14%	-18%	-10%	-0.4%
COc1ccc(CC2(CO)CCN(Cc3cnn(C)c3C)CC2)cc1	-0.2%	2.8%	1.6	40	1%	-24%	-49%	-10%	4%	-1.5%
O=C(COC(=O)CSc1nnc(-c2ccc(Cl)cc2)o1)Nc1cc(Cl)cc(Cl)c1	-0.2%	1.0%	-1.3	94	-4%	-15%	-19%	-16%	12%	-0.2%
Cc1ccc(-n2c([C@@H]3C[C@H]3c3ccccc3)n[nH]c2=S)cc1	0.0%	-3.4%	0.0	55	-2%	38%	-11%	-2%	-1%	0.6%[50 µM]
